# HEK293 NOD2/NF-kB = NOD2 signaling inhibitors, cell-based, luminescence, uHTS, HEK293 (AID 1566) | inhibition, % at 4 µM; hits with a dose series show EC50 in µM | hit rate 0.63% among 290,000 | HEK293 NOD2/NF-kB luciferase reporter, luminescence; higher % means a stronger effect; note: many of its hits are not listed in these tables
# KOR beta-arrestin-1 = KOR antagonists, beta-arrestin recruitment, cell-based, luminescence, uHTS (AID 1778); hit rate 0.091% among 290,000; inhibition, % at 10 µM; hits with a dose series show IC50 in µM; KOR beta-arrestin recruitment, luminescence, antagonist mode; higher % means a stronger effect; note: strong numbers were not always called active
# TNAP activators = human TNAP enzyme activators, primary screen, biochemical, luminescent, no phosphate acceptor, uHTS (AID 1001). purified TNAP, luminescent activation assay, no phosphate acceptor; higher activation fold means a stronger effect. activation fold at 20 µM, or EC50 in µM where a hit was titrated. hit rate 0.03% among 200,000; in the data active = activation fold from about 3, or a potency from the dose series; inactive = the rest, 99 in 100 with activation fold below about 1.6; note: many of its hits are not listed in these tables
# XIAP displacement = XIAP antagonists, biochemical, IAP family, fluorescence polarization (AID 1018); XIAP BIR domain, fluorescence polarization peptide displacement; higher % means a stronger effect; displacement, % at 20 µM; hits with a dose series show IC50 in µM; hit rate 0.007% among 200,000; in the data active = displacement above about 50%; note: a part of the inactive calls stands beside numbers as strong as those of hits
# NOD1 inhibition = inhibition of NOD1-driven NF-kB reporter – cell-based, luminescence, uHTS, primary screen (AID 1578); NOD1-driven NF-kB luciferase reporter cells, luminescence; higher % means a stronger effect; one-dose inhibition, % at 4 µM; EC50 in µM for titrated hits; hit rate 1% among 290,000; in the data active = inhibition mostly above about 36%, no sharp cut-off; inactive = mostly below about 34%;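 note: HEK-293T reporter cells stimulated with the NOD1 agonist gamma-tri-DAP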
# LYP phosphatase = PTPN22 lymphoid phosphatase activity blockers – biochemical, fluorescence intensity, uHTS (AID 1779); recombinant LYP phosphatase, fluorescence intensity; higher % means a stronger effect; hit rate 0.054% among 290,000; inhibition, % at 11.5 µM, or IC50 in µM where a hit was titrated;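 note: plate controls were vehicle with enzyme for no effect and no enzyme for full effect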
# human PMI inhibition = MPI enzyme activity inhibition – biochemical, fluorescence intensity, coupled assay, primary screen (AID 1209); purified PMI enzyme, coupled fluorescence intensity; higher % means a stronger effect; inhibition, % at 20 µM; hits with a dose series show IC50 in µM; hit rate 0.42% among 190,000;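 note: plate controls were DMSO vehicle for no effect and wells lacking substrate for full effect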
# PMI inhibition = human PMI inhibitors, high substrate, primary screen, biochemical, fluorescence intensity, high mannose 6-phosphate (AID 1220); recombinant PMI enzyme, coupled fluorescence intensity; higher % means a stronger effect; inhibition, % at 20 µM; hits with a dose series show IC50 in µM; hit rate 0.66% among 190,000
# KOR beta-arrestin-2 = KOR agonists, beta-arrestin recruitment, primary screen, cell-based, luminescence, uHTS (AID 1777); KOR beta-arrestin recruitment, luminescence; higher % means a stronger effect; activation, % at 10 µM; hits with a dose series show EC50 in µM; hit rate 0.02% among 280,000; in the data active = activation above about 50%, passing the limit was not always enough; note: a part of the inactive calls stands beside numbers as strong as those of hits
# An asterisk follows results filed as active; · = not tested or not shown; [ ] = dose if it differs, or a comment. Cut-off read from the data, not from the text of the source, unless noted: active = inhibition above about 50%; inactive = the rest.
SMILES,HEK293 NOD2/NF-kB,KOR beta-arrestin-1,TNAP activators,XIAP displacement,NOD1 inhibition,LYP phosphatase,human PMI inhibition,PMI inhibition,KOR beta-arrestin-2
COc1cc(C(=O)Nc2cccc(-c3cn4cccnc4n3)c2)cc(OC)c1OC,2%,-18%,1.1,-4.3%,-13%,-18%,-33%,-18%,-0.6%
CSCC[C@H](NC(=O)c1cccc([N+](=O)[O-])c1C)c1nc2ccccc2[nH]1,-17%,-21%,1.2,-11%,-6%,-6%,-1%,-2%,-2.8%
COC(=O)C(C(=O)Nc1cccc(C)n1)C1CCCCCC1 (configuration not stated),7%,21%,1,-5.4%,17%,-4%,-4%,-3%,-3.8%
COc1ccc(CN2CCCC(C(=O)c3cccc(OC(C)C)c3)C2)cc1Cn1cccn1 (configuration not stated),3%,-25%[20 µM],1,-5.4%,-27%,-9%,8%,9%,1.8%
COC(=O)c1ccc(NC(=O)CCS(=O)(=O)c2ccc3c(c2)NC(=O)C(C)S3)cc1 (configuration not stated),15%,-26%,·,·,-16%,-8%,·,·,2.1%
CCC1S/C(=N/C(=O)NC2CCCCC2)NC1=O (configuration not stated),5%,31%,1.1,-4.6%,-15%,1%,-9%,-2%,-2.6%
Cc1cc2cc(C)c(SCC(=O)NCc3ccco3)nc2cc1C,13%,-28%[20 µM],1,-2.3%,-28%,-6%,6%,4%,-2.7%
O=Cc1cc2ccccc2nc1SCCCF,0%,-95%,1.1,-1.5%,-12%,8%,8%,4%,-3.1%
Cc1ccccc1-n1c(SCc2ccccn2)nc2n[nH]c(C)c2c1=N,2%,-39%,1.2,-8.8%,17%,-6%,4%,8%,0.4%
Cc1cc(=O)oc2cc(OCC(=O)OCC(=O)Nc3ccccc3C(C)C)ccc12,3%,30%,1.1,-6.6%,-19%,-6%,7%,-6%,2.2%
Cc1ccc(NC(=O)CCC(C(=O)O)N2C(=O)c3ccccc3C2=O)cc1 (configuration not stated),8%,6%,1.1,-4.8%,-9%,-10%,6%,3%,-0.8%
NC(=O)c1nsc(C(=O)N(c2ccccc2)C(C(=O)NC2CCCC2)c2ccc3ncccc3c2)c1N (configuration not stated),30%,-10%,·,·,24%,-7%,·,·,-1.3%
COc1cc(CN2CCCCC2)ccc1OCc1ccccc1,-9%,-22%,·,·,-38%,-9%,·,·,-3.6%
Nc1cccnc1Sc1ccc([N+](=O)[O-])cn1,4%,-8%,0.9,-0.6%,-8%,0%,6%,11%,-1.2%
O=C(NC1CCCCC1)C(c1ccc(F)cc1)N(Cc1ccco1)C(=O)Cn1nnc2ccccc21 (configuration not stated),-15%,24%,1.2,-4.5%,-2%,-8%,13%,3%,-7.2%
CN(CC1CCCO1)S(=O)(=O)c1ccc(C(=O)Nc2nccs2)cc1 (configuration not stated),1%,7%,·,·,-2%,3%,·,·,1.6%
COc1cc(NC(N)=S)c(OC)cc1Cl,3%,37%,·,·,-2%,-5%,·,·,0.0%
O=C(NC(=S)NCc1ccncc1)c1ccccc1,17%,-38%[20 µM],1,-8.5%,-12%,-4%,0%,15%,0.0%
CCN(Cc1ccncc1)Cc1nc(Cc2ccccc2Cl)no1,29%,-17%,1.1,-4.0%,8%,-4%,-7%,-14%,3.7%
Cc1ccc(C(=O)N/C(=C\c2cn(S(=O)(=O)N(C)C)c3ccccc23)C(=O)NCCN2CCOCC2)cc1,2%,-2%,·,·,-23%,-3%,·,·,4.2%
O=C(CSc1ccccn1)Nc1cccc([N+](=O)[O-])c1,-1%,19%,1.1,-13%,1%,0%,-5%,-18%,-0.4%
Cc1ccccc1-c1nc(CS(=O)CC(=O)NCCc2ccc(Cl)cc2)c(C)o1 (configuration not stated),5%,3%,·,·,-8%,-4%,·,·,-1.0%
CCCC(=O)Nc1cc(C)c(NC(=O)c2cccs2)cn1,-4%,-27%,1.1,-2.0%,-49%,-4%,-6%,1%,1.9%
O=Nc1onc(-c2ccc([N+](=O)[O-])cc2)c1NO,1%,10%,1.2,-7.4%,-34%,-2%,16%,27%,-3.9%
CCC1CCCCN1C(=S)Nc1ccc(OC(F)F)cc1 (configuration not stated),7%,29%,1,-4.0%,8%,-7%,12%,1%,-3.8%
c1ccc(N2CCN(c3nnnn3-c3ccccc3)CC2)cc1,4%,36%,1.1,-4.9%,2%,-6%,-2%,-4%,-2.2%
CCCC(=NCCc1c(C)[nH]c2ccccc12)C1=C(O)CC(c2ccccc2)CC1=O (configuration not stated),6%,8%,1.2,-3.7%,-3%,10%,17%,10%,5.2%
O=C(O)CC/C(=N\NC(=O)CNC(=O)c1cccc(Cl)c1)c1ccccc1,2%,-14%,1.2,-3.3%,-43%,-5%,2%,5%,-5.2%
Cc1csc(SCC(=O)Nc2ccccn2)n1,-11%,9%,1.1,-2.6%,-17%,0%,-1%,-3%,5.8%
CC(C)(C)c1cnnn1-c1ccc(C=O)cc1,16%,-26%,1.1,-5.7%,-46%,-5%,3%,0%,-1.7%

# 13 structures already listed, arranged by SMILES length, ascending:
SMILES,HEK293 NOD2/NF-kB,KOR beta-arrestin-1,TNAP activators,XIAP displacement,NOD1 inhibition,LYP phosphatase,human PMI inhibition,PMI inhibition,KOR beta-arrestin-2
COc1cc(NC(N)=S)c(OC)cc1Cl,3%,37%,·,·,-2%,-5%,·,·,0.0%
Cc1csc(SCC(=O)Nc2ccccn2)n1,-11%,9%,1.1,-2.6%,-17%,0%,-1%,-3%,5.8%
CC(C)(C)c1cnnn1-c1ccc(C=O)cc1,16%,-26%,1.1,-5.7%,-46%,-5%,3%,0%,-1.7%
CCN(Cc1ccncc1)Cc1nc(Cc2ccccc2Cl)no1,29%,-17%,1.1,-4.0%,8%,-4%,-7%,-14%,3.7%
c1ccc(N2CCN(c3nnnn3-c3ccccc3)CC2)cc1,4%,36%,1.1,-4.9%,2%,-6%,-2%,-4%,-2.2%
O=Nc1onc(-c2ccc([N+](=O)[O-])cc2)c1NO,1%,10%,1.2,-7.4%,-34%,-2%,16%,27%,-3.9%
O=C(CSc1ccccn1)Nc1cccc([N+](=O)[O-])c1,-1%,19%,1.1,-13%,1%,0%,-5%,-18%,-0.4%
CN(CC1CCCO1)S(=O)(=O)c1ccc(C(=O)Nc2nccs2)cc1 (configuration not stated),1%,7%,·,·,-2%,3%,·,·,1.6%
O=C(O)CC/C(=N\NC(=O)CNC(=O)c1cccc(Cl)c1)c1ccccc1,2%,-14%,1.2,-3.3%,-43%,-5%,2%,5%,-5.2%
Cc1ccccc1-c1nc(CS(=O)CC(=O)NCCc2ccc(Cl)cc2)c(C)o1 (configuration not stated),5%,3%,·,·,-8%,-4%,·,·,-1.0%
CCCC(=NCCc1c(C)[nH]c2ccccc12)C1=C(O)CC(c2ccccc2)CC1=O (configuration not stated),6%,8%,1.2,-3.7%,-3%,10%,17%,10%,5.2%
O=C(NC1CCCCC1)C(c1ccc(F)cc1)N(Cc1ccco1)C(=O)Cn1nnc2ccccc21 (configuration not stated),-15%,24%,1.2,-4.5%,-2%,-8%,13%,3%,-7.2%
Cc1ccc(C(=O)N/C(=C\c2cn(S(=O)(=O)N(C)C)c3ccccc23)C(=O)NCCN2CCOCC2)cc1,2%,-2%,·,·,-23%,-3%,·,·,4.2%

# In a second layout: entries from further up
Compound | HEK293 NOD2/NF-kB | KOR beta-arrestin-1 | TNAP activators | XIAP displacement | NOD1 inhibition | LYP phosphatase | human PMI inhibition | PMI inhibition | KOR beta-arrestin-2
NC(=O)c1nsc(C(=O)N(c2ccccc2)C(C(=O)NC2CCCC2)c2ccc3ncccc3c2)c1N (configuration not stated) | 30% | -10% | · | · | 24% | -7% | · | · | -1.3%
Cc1ccc(C(=O)N/C(=C\c2cn(S(=O)(=O)N(C)C)c3ccccc23)C(=O)NCCN2CCOCC2)cc1 | 2% | -2% | · | · | -23% | -3% | · | · | 4.2%

# (continued)
SMILES,HEK293 NOD2/NF-kB,KOR beta-arrestin-1,TNAP activators,XIAP displacement,NOD1 inhibition,LYP phosphatase,human PMI inhibition,PMI inhibition,KOR beta-arrestin-2
CNS(=O)(=O)c1ccc(NS(=O)(=O)c2ccccc2F)cc1,16%,0%,1.4,-4.0%,-36%,-6%,-13%,-1%,-5.7%
Cc1cccc(/C=N/NC(=O)Cn2nccc2C)n1,-4%,-16%,1.2,-5.6%,-10%,-7%,10%,12%,-3.8%
COc1cccc(CNS(=O)(=O)c2c(C(=O)N3CCCC3)c(C)n(C)c2C)c1,8%,-46%,·,·,-23%,-8%,·,·,1.4%
Cc1ccccc1C(=O)O/N=C/c1c(N2CCOCC2)n(C)c2ccccc12,24%,3%,1,-4.1%,22%,-6%,8%,11%,-2.3%
COc1ccc2c3c(c(=O)oc2c1OCC(=O)C(C)(C)C)CCCC3,-2%,-30%,1,-0.1%,1%,-9%,3%,-3%,1.6%
CCN1CCN(c2ccc(S(=O)(=O)N3CCCCC3)cc2NC(=O)/C=C/c2cccc(OC)c2OC)CC1,0%,-5%,·,·,9%,0%,·,·,0.4%
C/C(=C\C(=O)Nc1cscc1C)C(=O)O,11%,23%,·,·,0%,-3%,·,·,3.1%
CN1CCN(C(=O)C2CCN(S(=O)(=O)c3cnc[nH]3)CC2)CC1,-8%,-14%,1.1,-1.4%,-28%,-3%,4%,2%,1.7%
CCCc1[nH]c(=O)c(C#N)c2c1CCCC2,11%,-12%,1.1,-5.7%,13%,3%,12%,13%,-1.6%
Cc1nccn1CCC(=O)Nc1ccc(Cl)cc1,11%,11%,1,-8.3%,-8%,-6%,10%,5%,0.3%
Cc1nc2sc3c(c2c(=N)n1N)CCCC3,7%,-5%,1.2,-8.7%,-37%,2%,-1%,-3%,-1.4%
Cc1cccc2c1CC(C)(C)N=C2C1=C(O)CC(C)(C)CC1=O,15%,-4%,1.1,0.2%,2%,-4%,9%,5%,4.7%
O=C(N/C(=C\c1ccco1)C(=O)N1CCCC1CO)c1ccccc1 (configuration not stated),-25%,-23%,·,·,21%,-6%,·,·,8.6%
O=C(NNC(=O)c1ccc[nH]1)c1cccc(C(F)(F)F)c1,0%,18%,·,·,-42%,-3%,·,·,3.5%
CCC(C(=O)N1CCN(c2ccccc2OC)CC1)c1ccccc1 (configuration not stated),11%,-4%,1.1,-2.4%,26%,-3%,-2%,-10%,1.0%
O=C(O)c1cccc(C(=O)c2cccc(C(=O)O)c2)c1,16%,-5%,1.1,-11%,-26%,-7%,-12%,-2%,1.4%
COc1cc(C(=O)Oc2cccc(/C=N/NC(=O)c3cc(C)[nH]n3)c2)cc(OC)c1OC,-2%,-13%,·,·,-29%,3%,·,·,1.7%
O=C(CC1C(=O)NCCN1CC1CCCCC1)NCc1ccc(F)cc1F (configuration not stated),-6%,-11%[20 µM],1,-5.3%,-41%,-8%,5%,18%,·
CC(=O)Nc1nnc(CSCc2ccc(F)cc2)s1,12%,2%,·,·,-5%,-4%,·,·,3.8%
Cc1ccc(C)n1-c1ccc(N(C)C)cc1,-23%,9%,1,2.5%,-33%,6%,32%,66%*,1.4%
O=C(Nc1cccc2ccccc12)NC1Cc2ccccc2C1,-94%,14%,·,·,2%,-12%,·,·,·
COC(=O)c1cccc(C(=O)N2CCC(CO)(CCc3ccccc3)CC2)c1,-16%,-8%[20 µM],·,·,-20%,-6%,·,·,-1.6%
CC(C)Cn1cc(Cl)c(=O)n(CC(C)C)c1=O,10%,-6%,1,-9.3%,1%,-4%,3%,4%,·
CC1(C)C=C(c2ccc(O)cc2)CC(C)(C)N1,17%,10%,1,-6.0%,10%,-12%,-8%,-7%,-1.5%
C[n+]1cccc(C2C(C#N)=C(N)Oc3c2ccc2ccccc32)c1 (configuration not stated),-38%,17%,·,·,7%,-10%,·,·,6.4%
O=C1N=C(N2CCCC2)S/C1=C\C=C\c1ccccc1,-44%,20%,·,·,-12%,3%,·,·,9.8%

# Only part of the results is shown; count on the stated rates, not on these rows.
